Screening results as filed in PubChem.
TrxR1 substrate – rat thioredoxin reductase 1 substrate activity. purified TrxR1 substrate turnover, NADPH consumption readout. Potency, µM (series often up to 114 µM), for the others: top-dose activity change, negative = substrate turnover. 390,000 tested, 0.01% active. AID 588456; also: potency is read from the fitted curve at half-maximal effect; % is scaled to controls: 0 for no effect and ±100 for the full control effect; nearly all actives have a fitted effect of over 50% in size
Target sequence (O89049 whole entry, looked up): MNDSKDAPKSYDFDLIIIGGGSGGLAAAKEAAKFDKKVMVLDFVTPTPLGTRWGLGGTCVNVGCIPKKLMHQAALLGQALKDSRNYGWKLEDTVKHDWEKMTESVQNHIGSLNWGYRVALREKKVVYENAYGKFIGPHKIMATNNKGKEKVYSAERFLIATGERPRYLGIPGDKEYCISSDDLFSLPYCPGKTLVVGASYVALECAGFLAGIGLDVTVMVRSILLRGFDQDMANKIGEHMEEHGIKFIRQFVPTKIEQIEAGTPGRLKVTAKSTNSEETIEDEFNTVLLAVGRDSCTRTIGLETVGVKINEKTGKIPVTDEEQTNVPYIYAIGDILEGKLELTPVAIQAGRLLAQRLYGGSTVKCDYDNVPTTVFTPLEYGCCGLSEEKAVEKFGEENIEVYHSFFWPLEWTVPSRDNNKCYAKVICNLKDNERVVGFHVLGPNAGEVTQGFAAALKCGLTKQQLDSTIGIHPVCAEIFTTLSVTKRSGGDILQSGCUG
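Rat TrxR1, dispensed at 90 nM, was prereduced with 400 uM NADPH (final) for 5 min at ~22 deg C, then incubated with compound 15 min before 400 uM selenite. A first-read NADPH fluorescence drop versus no-compound background flagged substrates.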
USP1-UAF1 inh – inhibitors of human USP1/UAF1 deubiquitinase; AID 743255; 390,000 tested, 0.23% active; recombinant USP1/UAF1, Ub-Rhodamine cleavage fluorescence; Potency, µM (top dose mostly 57.1 µM), inactives show at the top dose activity change, negative = inhibition, usual class: inhibitors; O94782; also: potency is read from the fitted curve at half-maximal effect; % is scaled to controls: 0 for no effect and ±100 for the full control effect; nearly all actives have a fitted effect of over 60% in size; inactives centre near -12
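High-throughput fluorogenic screen: 1nM USP1/UAF1 complex, Ub-Rho substrate 150nM final, 50mM HEPES pH 7.8 with 0.5mM EDTA, 0.1 mg/ml BSA, 1mM TCEP and 0.01% Tween-20.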
TRHR PAM – allosteric enhancers of human TRH receptor; P34981; TRHR cells, fluo-8 calcium fluorescence, EC20 TRH enhancement; enhancement, % at 2 µM; 360,000 tested, 0.66% active; AID 493056; in the data active = enhancement above about 30%; also: 0% is about no effect
Target sequence (P34981 whole entry, looked up): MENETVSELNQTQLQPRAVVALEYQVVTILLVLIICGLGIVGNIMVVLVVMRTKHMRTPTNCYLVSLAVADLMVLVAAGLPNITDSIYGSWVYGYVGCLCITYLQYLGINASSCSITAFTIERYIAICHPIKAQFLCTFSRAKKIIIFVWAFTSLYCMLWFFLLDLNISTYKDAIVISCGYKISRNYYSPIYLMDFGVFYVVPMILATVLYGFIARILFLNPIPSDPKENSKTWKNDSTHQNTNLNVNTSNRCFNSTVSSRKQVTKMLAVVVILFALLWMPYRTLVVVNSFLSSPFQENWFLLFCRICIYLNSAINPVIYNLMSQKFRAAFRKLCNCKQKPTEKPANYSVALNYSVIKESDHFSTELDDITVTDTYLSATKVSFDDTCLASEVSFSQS
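Enhancer read-out: after compound pinning and an initial kinetic agonist-mode read, an EC20 of TRH (10 nM final) was injected and fluo-8 calcium signal (Ex 480/Em 530) followed at 1 s/cycle for 100 cycles in TRHR-expressing cells.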
TRHR agonist – TRH receptor (human) agonism; TRHR cells, calcium flux fluo-8, FDSS agonist mode; 360,000 tested, 0.18% active; activation, % at 2 µM; in the data active = activation above about 30%; also: 0% is about no effect
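Read-out: compound-evoked intracellular calcium rise in TRHR cells, fluo-8 dye, kinetic FDSS fluorescence at 1 s/cycle following a 10-cycle baseline. Cells cultured overnight before dye loading (30 min–1.5 h, RT).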
IDH1 R132H inh – inhibitors of human mutant IDH1 R132H | O75874 | IDH1-R132H enzyme, NADPH consumption, diaphorase/resazurin fluorescence | Potency, µM (top dose mostly 76.6 µM), for inactives: at the top dose activity change, negative = inhibition, usual class: inhibitors | 390,000 tested, 0.093% active | AID 602179; also: potency is read from the fitted curve at half-maximal effect; % is scaled to controls: 0 for no effect and ±100 for the full control effect; nearly all actives have a fitted effect of over 65% in size
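IDH1-R132H (0.5 ug/mL) preincubated 30 min with compound, then NADPH (0.016 mM) and alpha-KG (2 mM) added; 80 min at RT, pH 7.5. Remaining NADPH coupled via diaphorase/resazurin to fluorescence (540/590 nm); concentration-response curves normalized to no-enzyme control.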
PI4K2A inh – inhibitors of human PI4K2A | Q9BTU6 | purified PI4K2A, ADP-Glo luminescence, 1 h; hits give low values | activity change, negative = inhibition, % at 76.9 µM | 420,000 tested, 0.13% active; in the data active = activity change below about -50%; inconclusive = mostly about -30% to -49%;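 also: -100% = wells without enzyme as full effect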
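Compounds are screened against recombinant PI4K2A using PI as substrate and ATP, the latter dispensed at 300 microM. Reactions run one hour at ambient temperature before ADP-Glo detection; full inhibition defined by wells lacking enzyme.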
D2 antagonist – antagonists of human D2 dopamine receptor | P14416 | HEK293 TREx D2 cells, calcium flux, dopamine EC80 | inhibition, % at 10 µM | 340,000 tested, 2% active | AID 485344; in the data active = inhibition above about 30%; also: 0% is about no effect
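Antagonism is scored as inhibition of an EC80 dopamine-evoked calcium signal in a force-coupled, tetracycline-inducible HEK293 T-REx D2 line, with compound present 180 s before agonist.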
D2 agonist – D2 dopamine receptor (human) agonism. activation, % at 2 µM. HEK293 T-REx D2 cells, calcium flux agonist mode. 340,000 tested, 0.53% active. AID 485358. P14416;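 active = activation over 3 SD above normal in the single-dose calcium agonist read, cut at about 30% in these data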; also: 0% is about no effect
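Tetracycline-induced HEK293 T-REx cells with force-coupled D2 receptor, plated overnight at 30 C, loaded with no-wash calcium dye. After a 10 s baseline, compound was pin-added and calcium flux read kinetically for 180 s; calcium rises flagged agonists.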
rTrxR1 inhibitor – blocks rat thioredoxin reductase 1 | O89049 | recombinant rTrxR1, NADPH fluorescence consumption, selenite substrate | Potency, µM (doses to about 114 µM), for the others: at the highest dose activity change, negative = inhibition, most hits filed as inhibitors | 390,000 tested, 1% active; also: potency is read from the fitted curve at half-maximal effect; % is scaled to controls: 0 for no effect and ±100 for the full control effect; nearly all actives have a fitted effect of over 65% in size
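Rat TrxR1 (90 nM in the dispensed reagent) was pre-reduced with 400 uM NADPH for 5 min at room temperature, then incubated with compound for 15 min. After 400 uM selenite was added, NADPH fluorescence (Ex 340/Em 450 nm) was followed for 8 min.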
* hit, by the source's call; ? = inconclusive; . = not tested or not shown; & = joins results of further samples; [ ] = another dose, or the depositor's remark. Unless noted, calls follow the shape of the dose curve; as a rule, active = well fitted inhibition curve with a large enough effect; inconclusive = small, poorly fitted or top-dose-only effect; inactive = no such curve, though single readings can be large or run the other way.

smiles	TrxR1 substrate	USP1-UAF1 inh	TRHR PAM	TRHR agonist	IDH1 R132H inh	PI4K2A inh	D2 antagonist	D2 agonist	rTrxR1 inhibitor
CCn1c(C(=O)N2CCCC(C(=O)NCCCc3ccccc3)C2)cc2sccc21 (configuration not stated)	7%	-19%	-1	-0.7	10%	-3	-12	0.0	10%
CCOC(=O)c1cc(-c2ccc(OC)c(S(=O)(=O)N3CCN(c4ccccc4)CC3)c2)on1	1%[57.1 µM]	-27%	3	0.5	1%	-2	.	0.2	22%[57.1 µM]
O=C(COC(=O)c1cc(Br)ccc1O)NC12CC3CC(CC(C3)C1)C2	4%[57.1 µM]	16%	.	.	-2%	3	.	.	3%[2.29 µM]
COc1ccc(C(=O)N/N=C/C(Br)=C/c2ccccc2)cc1	-14%	-19%	0	0.8	3%	-6	-3	0.0	-16%
O=C(Nc1ccc(Cl)c(S(=O)(=O)N2CCCCC2)c1)c1ccco1	8%	-10%	-5	0.5	16%	2	-27	-0.1	14%
C=CCNC(=O)/C(=C\c1ccc([N+](=O)[O-])cc1)NC(C)=O	-2%[57.1 µM]	3%	-7	4.0	4%	-3	-4	0.7	-6%[57.1 µM]
COC(=O)C1=C(O)/C(=C\c2ccc(CNC(=O)C(=O)Nc3ccc(C)cc3)o2)N=C1C	-3%	-16%	9	-0.2	8%	-15	-9	1.0	-75%
CCOc1ccc(N2CC(NC(=O)c3ccc(S(=O)(=O)N4CCCC4)cc3)CC2=O)cc1 (configuration not stated)	1%[57.1 µM]	?	-3	-0.3	-4%	-2	.	0.7	8%[57.1 µM]
CCOC(=O)c1c(C)n(C)c2ccc(OC)c(NC(=O)CN3CCCCC3)c12	-9%	-2%	9	0.3	3%	-1	-18	0.1	-11%
Cc1cccc(NC(=O)CSc2nnc(-c3ccco3)o2)c1C	-1%	-18%	-3	-0.5	6%	0	12	-1.8	17%
O=C1CCCN1CCCNC(=S)Nc1ccc(F)c(Cl)c1	2%	-8%	3	-0.8	-5%	8	-4	-0.4	-14%
O=C(CSc1ccccc1)NCC1(N2CCOCC2)CCCCC1	-13%	-10%	4	1.3	7%	-3	7	0.2	-15%
CCOC(=O)c1cc2c(ccn2C)n1Cc1ccc(C#N)cc1	-7%	-5%	-6	0.8	9%	0	8	-1.1	24%
Cc1cc(NS(=O)(=O)c2ccc(NC(=O)c3cc4cc(Br)ccc4oc3=O)cc2)no1	0%[57.1 µM]	-13%	2	0.3	10%	-1	10	0.0	21%[57.1 µM]
O=S(=O)(Nc1ccc2cn[nH]c2c1)c1ccc(Cl)s1	2%[57.1 µM]	-1%	3	-0.3	0%	3	-24	0.1	12%
CC(C)(C)c1ccccc1NC(=O)c1cc(-c2ccncc2)nc2ccccc12	-5%	-20%	.	.	-6%	-7	.	.	10%
CCC(C)Sc1cccc(-c2nc3ccc(C)cn3c2NC2CCCCC2)c1 (configuration not stated)	52%[activator]	?	-1	0.0	10%	0&2	20	-1.1	13%
CCOC(=O)c1ccc(NS(=O)(=O)N2CCCCCC2)cc1	5%[57.1 µM]	?	0	0.6	3%	-7	0	0.3	5%[57.1 µM]
CCc1noc(-c2ccc(N3CCCCC3C)c([N+](=O)[O-])c2)n1 (configuration not stated)	-10%	-15%	-3	0.7	1%	-1	.	-0.7	2%
C=C1CCN([C@H](C(=O)NCc2ccccc2)C(C)C)S(=O)(=O)c2ccccc21	-8%	-4%	3	-0.3	3%[38.3 µM]	-6	-8	-1.6	10%[2.29 µM]
COc1ccccc1-n1cnc2cc(NCc3ccccn3)ccc21	-4%	-6%	-2	-0.5	8%	2	28	0.0	11%
NC(=O)c1ccc(NC(=O)COC(=O)c2cccc(Oc3ccccc3)c2)cc1	5%	-13%	6	-0.2	-1%	-3	-9	-1.6	16%
CCCCC(CC)CNC(=O)CC1Nc2c3ccccc3nc(=S)n2C1=O (configuration not stated)	-2%[57.1 µM]	?	-4	0.0	8%	-6	-9	-0.2	23%[57.1 µM]
Cc1c(Cl)cccc1NC(=O)COC(=O)CCc1nc2ccccc2n1-c1ccccc1	-4%	-11%	-4	-0.6	4%	-4	-1	0.3	2%
CCOC(=O)COc1ccc(-c2nnn(CC(=O)Nc3ccccc3)n2)cc1	8%[11.4 µM]	-8%	1	0.5	.	1	.	0.1	6%
COc1cccc(CNCCSc2nnnn2C)c1OCc1ccccc1	1%	?	4	-1.1	30%	-1	.	0.1	-14%[11.4 µM]
CCc1nnc2sc(-c3ccc(NC(=O)c4ccco4)cc3)nn12	7%	-13%	0	-0.3	-3%	0	-9	-0.1	0%
COc1cc(OC)c(NC(=O)Cn2cnc3sc(C)c(S(=O)(=O)N4CCC(C)CC4)c3c2=O)cc1Cl	-5%	-35%	2	-0.4	-5%	2	.	0.0	19%
Nc1nc2n(n1)C(c1ccc(F)cc1)CC(c1ccc(F)cc1)N2 (configuration not stated)	3%	-8%	-8	-0.8	0%	1	-2	-0.7	15%
Cc1ccc(Nc2ccccc2)nn1	4%	-19%	-3	-1.0	3%	0	7	0.8	3%[57.1 µM]
C=CCn1c(C2CCCCC2)n[nH]c1=S	5%[57.1 µM]	-6%	10	-0.1	0%	2	27	4.7	-10%[57.1 µM]
OCc1ccc(N=Nc2ccccc2)cc1	-7%	-6%	.	.	-5%	2	.	.	1%
CC(C)Oc1cccc(C(=O)NC(=S)Nc2ccc(Cl)c(C(=O)O)c2)c1	-3%	-16%	0	-0.2	8%	-2	-7	0.3	?
CC(CNC(=O)CCc1nnc(CCC2CCCCC2)o1)c1ccccc1 (configuration not stated)	-2%[57.1 µM]	-22%	6	-0.5	9%	0	23	1.1	6%[57.1 µM]
CCCS(=O)(=O)N1CC(=O)N(c2cccc(F)c2)C(C)(C(=O)NC2CCCCCC2)C1 (configuration not stated)	-1%	-4%	-15	-0.7	-7%	4	.	0.0	11%
CC(C)(C)n1cnc2cc(NC(=O)c3ccco3)ccc21	-11%	-10%	2	1.2	-5%	-2	-20	0.2	10%[57.1 µM]
COc1ccc(NC2=C(c3ccccc3)C(=O)c3ccccc32)cc1Cl	4%	?	-3	-0.2	?	-4	.	-1.2	17%
O=C(C1CCC(C(=O)N2CCCCC2)CC1)N1CCCCC1 (configuration not stated)	7%[57.1 µM]	2%	2	0.0	5%	-4	.	.	1%[57.1 µM]
COc1cccc(C(=O)N(Cc2nc(-c3ccc(C)cc3)no2)C(C)C)c1	-1%	-4%	14	0.7	15%	3	-8	0.1	16%
COc1ccc(/C=C2\CCC/C(=C\C=N\N(C)C)C2=O)cc1	7%[11.4 µM]	?	-9	1.1	0%	2	1	-0.5	-25%[11.4 µM]

4 of these compounds in another layout:
COc1cc(OC)c(NC(=O)Cn2cnc3sc(C)c(S(=O)(=O)N4CCC(C)CC4)c3c2=O)cc1Cl
  TrxR1 substrate: -5% | USP1-UAF1 inh: -35% | TRHR PAM: 2 | TRHR agonist: -0.4 | IDH1 R132H inh: -5% | PI4K2A inh: 2 | D2 antagonist: . | D2 agonist: 0.0 | rTrxR1 inhibitor: 19%
Nc1nc2n(n1)C(c1ccc(F)cc1)CC(c1ccc(F)cc1)N2 (configuration not stated)
  TrxR1 substrate: 3% | USP1-UAF1 inh: -8% | TRHR PAM: -8 | TRHR agonist: -0.8 | IDH1 R132H inh: 0% | PI4K2A inh: 1 | D2 antagonist: -2 | D2 agonist: -0.7 | rTrxR1 inhibitor: 15%
Cc1ccc(Nc2ccccc2)nn1
  TrxR1 substrate: 4% | USP1-UAF1 inh: -19% | TRHR PAM: -3 | TRHR agonist: -1.0 | IDH1 R132H inh: 3% | PI4K2A inh: 0 | D2 antagonist: 7 | D2 agonist: 0.8 | rTrxR1 inhibitor: 3%[57.1 µM]
C=CCn1c(C2CCCCC2)n[nH]c1=S
  TrxR1 substrate: 5%[57.1 µM] | USP1-UAF1 inh: -6% | TRHR PAM: 10 | TRHR agonist: -0.1 | IDH1 R132H inh: 0% | PI4K2A inh: 2 | D2 antagonist: 27 | D2 agonist: 4.7 | rTrxR1 inhibitor: -10%[57.1 µM]

Next section
smiles	TrxR1 substrate	USP1-UAF1 inh	TRHR PAM	TRHR agonist	IDH1 R132H inh	PI4K2A inh	D2 antagonist	D2 agonist	rTrxR1 inhibitor
COC(=O)COc1cccc(NC(=O)c2cccs2)c1	-13%	1%	1	-0.1	-2%	8	-3	-0.1	-10%
O/N=C\c1cccn1-c1nccs1	7%[57.1 µM]	-15%	-1	0.2	2%	3	-6	2.5	18%[57.1 µM]
CCC(=O)N1CCc2cc(S(=O)(=O)NC(CC(C)C)C(=O)Nc3cccc(C)c3C)ccc21 (configuration not stated)	4%	?	-3	1.0	9%	4	.	0.2	33%
COc1cc(OC)c2c(-c3cccc(-c4ccoc4)c3)cc(=O)oc2c1	7%	-14%	.	.	28%	-3	.	.	4%
CCOC(=O)CCc1c(C)c2ccc(OCC(=O)N3CCOCC3)c(C)c2oc1=O	219%[activator]	-15%	5	0.3	7%	-2	-3	0.0	-12%
O=C(Nc1cc([N+](=O)[O-])ccc1F)c1cccs1	-7%	-5%	-1	0.0	0%	2	.	.	-8%
COc1ccc(CCNC(=O)[C@H](CC(C)C)NC(=O)N2CCn3c2nc2ccccc23)cc1OC	3%	-20%	-5	-0.1	2%	-3	3	4.5	5%
Cc1cc(Br)ccc1NC(=O)CNC(=O)CN(C)C1CCS(=O)(=O)C1 (configuration not stated)	-5%	-10%	13	0.0	-2%	-1	0	0.0	-8%
CCOc1ccc(N2CC(c3nc4ccccc4n3CCOc3ccc(OC)cc3)CC2=O)cc1 (configuration not stated)	-1%	?	1	0.6	5%	2	.	1.0	8%
